Tau fluor cs: counter-screen for tau fibril formation inhibitors | tau K18 P301L Alexa594 fluorescence, heparin fibrillization | Potency, µM (highest dose often 57.7 µM), for the others: at the highest dose activity change, negative = decrease | actives 0.93% (n = 280,000) | AID 1463; note: nearly all actives have a fitted effect of over 55% in size
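Human K18 P301L tau (15 uM unlabeled plus 0.24 uM Alexa 594-labeled, final) in 100 mM sodium acetate pH 7 was mixed with compound and 20 uM heparin and incubated 6 hr at 37 C.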
Tau ThT inhib: inhibitors of human tau fibril formation, thioflavin T binding. P10636. actives 2.1% (n = 270,000). recombinant tau K18 P301L (four-repeat tau fragment), heparin-induced fibrillization, ThT fluorescence. AID 1460. Potency, µM (titrated, usually from 57.4 µM), inactives show at the highest dose activity, negative = inhibition, usual class: inhibitors; note: nearly all actives have a fitted effect of over 55% in size
Target sequence (P10636 561-689 P618L limits assumed): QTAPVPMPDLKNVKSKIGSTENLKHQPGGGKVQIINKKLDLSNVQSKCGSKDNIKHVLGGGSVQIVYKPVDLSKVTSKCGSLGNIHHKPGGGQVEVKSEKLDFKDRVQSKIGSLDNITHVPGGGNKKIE
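K18 P301L tau (15 uM + 0.24 uM Alexa 594-tagged), heparin 20 uM, NaOAc pH 7, 6 h 37 C; ThT 30 uM, 1 h RT, ex 450/em 510 nm.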
Tau fibril FP: inhibitors of human tau fibril formation; P10636; K18 P301L tau heparin fibrillization, Alexa594 FP, 6 h; Potency, µM (highest dose often 57.7 µM), for inactives: at the top dose activity, negative = inhibition, usual class: inhibitors; actives 0.39% (n = 280,000); note: nearly all actives have a fitted effect of over 55% in size
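Human K18 P301L fragment (15 uM unlabeled plus 0.24 uM Alexa 594-labeled) in 100 mM sodium acetate pH 7 with compound, aggregation induced by 20 uM heparin for 6 hr at 37 C. ThT (30 uM) added for 1 hr, then Alexa 594 FP read.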
Active calls of the source: *; ? = inconclusive. Calls come from the whole dose curve; as a rule, active = well fitted curve in the direction sought with a large enough effect; inconclusive = small, poorly fitted or top-dose-only effect, or another doubt; inactive = no such curve, though single readings can be large; an effect the other way counts as inactive or inconclusive. % is set by controls: 0 for no effect and ±100 for the full control effect; potency is the fitted concentration of half-maximal effect.

SMILES	Tau fluor cs	Tau ThT inhib	Tau fibril FP
CCc1ccccc1NC(=O)Cn1nnc(-c2nc(-c3ccncc3)no2)c1N	-5%	0%	-11%
CCOc1ccc(Cn2c(CNS(=O)(=O)c3cccc(Cl)c3)nc3cccnc32)cc1	-9%	2%	7%
COc1ccccc1N1CCN(S(=O)(=O)c2c(C)nc3sc(C)c(C)n3c2=O)CC1	-11%	1%	5%
O=C(Nc1cccc(Cl)c1)C1CCN(S(=O)(=O)Cc2ccccc2)CC1	-1%	-14%	-6%
Oc1c(C(c2ccc(Cl)cc2)N2CCCC2)sc2nc(-c3ccco3)nn12 (stereo not drawn)	-16%	?	-3%
CC(=O)Nc1cccc(NC(=O)C2(c3cccs3)CCOCC2)c1	-3%	-1%	-3%
O=S1(=O)c2ccccc2N(Cc2cccc(C(F)(F)F)c2)c2ccccc21	-27%	8%	-13%
CC1CCCN(S(=O)(=O)c2cc(C(=O)NCc3ccccc3Cl)n(C)c2)C1 (stereo not drawn)	-6%	3%	5%
CC(=O)N1CCCc2cc(S(=O)(=O)N(Cc3ccccc3)C(C)C)ccc21	-12%	-13%	3%
COc1ccc(-c2nc3ccccc3o2)cc1NC(=O)COc1cc(C)cc(C)c1	-6%	-11%	3%
CCOC(=O)c1sc(NC(=O)/C=C/c2ccc(OCC)cc2)c(C(=O)OCC)c1C	-6%	-4%	0%
COc1ccc(C)cc1NC(=O)c1cc(S(=O)(=O)N2CCc3ccccc3C2)ccc1F	-26%	7%	?

In the list so far, these have fluorine.
SMILES	Tau fluor cs	Tau ThT inhib	Tau fibril FP
O=S1(=O)c2ccccc2N(Cc2cccc(C(F)(F)F)c2)c2ccccc21	-27%	8%	-13%
COc1ccc(C)cc1NC(=O)c1cc(S(=O)(=O)N2CCc3ccccc3C2)ccc1F	-26%	7%	?

Continuation:
SMILES	Tau fluor cs	Tau ThT inhib	Tau fibril FP
COc1ccc(NC(=O)CSC2=Nc3ccccc3C3=NC(CCC(=O)NCCc4ccccc4)C(=O)N23)cc1 (stereo not drawn)	8%	?	?
Cc1ccc(Cl)cc1NC(=O)Nc1nnc(N(C)Cc2ccccc2)s1	?	?	-2%
Cc1ccccc1NC(=O)CSc1nc2ccc(NC(=O)c3cccs3)cc2s1	?	-6%	?
O=C(Nc1ccccc1C(=O)OCc1cc(=O)n2nc(C3CC3)sc2n1)c1cccc(F)c1	7%	10%	4%
Cc1ccc(CSc2ccc3nnc(CCNS(=O)(=O)c4ccc(C)cc4)n3n2)cc1	-2%	-8%	9%
CCc1ccc(CNc2ncnc3c2nc2n3CCCC2)cc1	-3%	-4%	5%
CCOC(=O)c1[nH]c(C)c(CCC(=O)Nc2ccc(Br)c(C)c2)c1C	-23%	-6%	-4%
COc1ccc(NC(=O)CSc2nnc(-c3ccc(OC)cc3)s2)cc1	-14%	?	6%
CCOC(=O)c1ccccc1NC(=O)N1CCN(Cc2cc(=O)n3nc(-c4ccccc4)sc3n2)CC1	-7%	?	5%
Cc1ccc(C)c(N2CCN(S(=O)(=O)c3ccc4[nH]c5c(c4c3)CCCC5)CC2)c1	?	-7%	-5%
COc1ccc(NC(=O)CCCn2c(=O)c3cccn3c3ccccc32)c(OC)c1	-15%	?	-8%
Cc1c(-c2ccccc2)c(=O)oc2c(CN3CCCC3)c(O)ccc12	5%	1%	-5%
COc1cccc2cc(-c3nc(-c4ccc(C)cc4)c(C)s3)c(=O)oc12	0%	8%	-12%
COc1ccc(OC)c(CCNC(=O)c2c(C)oc3ncn(CC(C)C)c(=O)c23)c1	-21%	-11%	-11%
Cc1ccc(NC(=O)CSc2nc3ccc(NC(=O)c4cccs4)cc3s2)cc1	?	2%	?
Cc1ccc(S(=O)(=O)N2CCCc3cc(NC(=O)c4ccc(C(C)(C)C)cc4)ccc32)cc1	-5%	9%	-2%
COc1cccc(NC(=O)c2oc3ccc(S(=O)(=O)N(C)C4CCCCC4)cc3c2C)c1	?	-6%	-19%
COc1ccc(C)cc1NC(=O)COCc1cc(-c2ccc(F)cc2)on1	-28%	-16%	4%
CN(C)c1ccc(CNC(=O)c2ccc3c(c2)N(C)C(=O)C2CCCCN32)cc1 (stereo not drawn)	-15%	?	8%
O=C(CSc1nc(-c2ccco2)nc2cc(=O)[nH]n12)Nc1ccccc1F	-12%	?	?
COc1ccc(C(=O)NCC2(N3CCN(C)CC3)CCCCC2)cc1	0%	1%	-3%
COc1ccc(NC(=O)C(=O)NCCc2csc3nc(-c4ccccc4C)nn23)cc1	-8%	-6%	0%
COCCCNC(=O)c1[nH]c2cc(OC)ccc2c1Sc1ccc(C)cc1	-4%	7%	-4%
COc1ccc(-c2nn(-c3ccc(C)c(Cl)c3)c3c2cnc2cc(OC)c(OC)cc23)cc1	3%	8%	8%
CCOc1c(CC2C(=O)Nc3ccc(Br)cc32)cccc1OC (stereo not drawn)	-25%	-11%	-6%
CCSc1nc2ccccc2c(OCc2ccc(Cl)cc2)c1C(=O)OC	-23%	?	?
O=C(Nc1ccc2nc(SCc3ccccc3)sc2c1)c1ccccc1F	?	-10%	?
CCOC(=O)N1CCN(Cc2nc3cc(NC(=O)c4ccccc4OC)ccc3n2C(C)C)CC1	-6%	-11%	4%
Cn1nc(C(=O)Nc2ccc(F)c(Cl)c2)c2c1-c1ccccc1S(=O)(=O)C2	-11%	-20%	-4%
CCOC(=O)c1c(C)oc2nc(C)nc(N3CCN(c4ccccc4)CC3)c12	-13%	-16%	-5%
O=C(CCc1nc(CN2CCN(S(=O)(=O)c3ccc(Br)cc3)CC2)no1)N1CCCCC1	-4%	2%	-10%
Cc1cc(C(=O)Nc2ccc(-n3c(C)nc4ccccc4c3=O)cc2)ccc1[N+](=O)[O-]	-28%	?	-6%
Cc1ccc(NC(=O)c2ccc(=O)n(CC(=O)Nc3cc(C)cc(C)c3)n2)cc1	-5%	-11%	1%
CCN(CC)c1cc2c(cc1F)c(=O)c(S(=O)(=O)c1ccc(OC)cc1)cn2CC	-1%	0%	0%
COCCCNC(=O)CCCn1c(=O)c2cccn2c2ccccc21	2%	?	0%
CCOc1ccc(-c2cc3c(=O)n(CC(=O)Nc4cc(F)ccc4C)ccn3n2)cc1	-3%	-4%	-7%
Cc1ccc(C)c(N2CCN(C(=O)CCn3c(=O)c4cccn4c4cccnc43)CC2)c1	-13%	?	12%
Cc1ccc(Cl)cc1NC(=O)CN1C(=O)CCc2ccccc21	-23%	-7%	-8%
COc1cc(NS(=O)(=O)c2c(C)nc3sc(C)c(C)n3c2=O)cc(OC)c1	8%	16%	1%
Cc1c(C(=O)Nc2cccc(Cl)c2)oc2ccc(S(=O)(=O)N3CCCCCC3)cc12	-19%	?	?
COc1cccc(CNC(=O)Cn2ccc3cc(S(=O)(=O)N4CCCC4)ccc32)c1	-9%	4%	-5%
Cc1nc(S(=O)(=O)N2CCN(c3ccccc3F)CC2)cn1C	3%	1%	-8%
CCCCC(=O)OCc1cc(=O)n2nc(C3CC3)sc2n1	-8%	-8%	1%
Cc1ccc(/C=C/c2nc3ccccc3[nH]2)cc1	?	?	?
COc1ccc(C)cc1NC(=O)c1ccc2c(c1)N(Cc1cccc(Cl)c1)C(=O)c1ccccc1S2=O (stereo not drawn)	-4%	6%	-1%
Cc1cccc(CC2C(=O)Nc3ccccc32)c1 (stereo not drawn)	-12%	2%	-6%
CCOc1ccccc1NC(=O)CSc1nc2c([nH]c3ccccc32)c(=O)n1-c1ccccc1	?	-2%	-13%
Cc1ccc(-n2ncc(C(=O)NCCCN3CCCCC3)c2C2CCN(C(=O)OC(C)(C)C)CC2)c(C)c1	-8%	-11%	-2%
COC(=O)c1c(NC(=O)c2cc3nc(-c4ccc(OC)cc4)cc(C(F)(F)F)n3n2)sc2c1CCCC2	2%	-7%	-5%
Cc1c(Cl)cccc1NC(=O)Cn1cnc(S(=O)(=O)N2CCCC2)c1	2%	6%	2%
Cn1c(=O)c2c(SCC(=O)NCc3ccco3)nc(-c3ccccc3F)nc2n(C)c1=O	-7%	-4%	-12%
COc1ccc(Cn2ccc3nc(C)c(C(=O)N4CCN(c5ccccc5)CC4)cc3c2=O)cc1	-5%	-5%	7%
Cc1c(-c2nc(-c3ccccc3)no2)nnn1-c1cccc(C(F)(F)F)c1	-1%	-3%	-6%
COc1ccc(C)cc1NC(=O)Cc1ccc(NC(=O)N2CCCCc3ccccc32)cc1	-1%	-2%	2%
CCC1CN(C(=O)N2CCC(C(=O)NCc3cccs3)CC2)c2cc(C)ccc2O1 (stereo not drawn)	-8%	-10%	3%
CCCN(CCC)CCCNC(=O)c1cnn(-c2ccc(F)cc2)c1-n1cccc1	3%	4%	1%
Cc1nnc(NC(=O)CSCc2cc(=O)c3ccccc3[nH]2)s1	-14%	-16%	2%
O=c1c2[nH]c3ccccc3c2nc(SCc2ccccc2F)n1-c1ccc(F)cc1	-7%	-4%	-7%
COc1cccc(CNC(=O)C2CCCN(c3ncnc4onc(-c5ccc(F)cc5)c34)C2)c1 (stereo not drawn)	-22%	-10%	-5%
O=C(NCc1ccc2c(c1)CCN2C(=O)c1ccncc1)c1cccc(F)c1	-3%	6%	-3%
New compounds follow.
SMILES	Tau fluor cs	Tau ThT inhib	Tau fibril FP
CCc1ccccc1NC(=O)CN1C(=O)c2ccccc2Sc2ncccc21	-2%	?	3%
Cc1nc2ccn(Cc3cccnc3)c(=O)c2cc1C(=O)N1CCN(c2ccc(F)cc2)CC1	-2%	-4%	0%
COc1cc(C(=O)N2CCN(CCc3ccccn3)CC2)cc(OC)c1OC	7%	8%	4%
Cc1cccc(Cn2ccn(Cc3ccc(Cl)cc3)c(=O)c2=O)c1	-18%	?	-2%
CC(CNC(=O)c1cc2ccccn2n1)c1ccccc1 (stereo not drawn)	-12%	-13%	2%
Cc1cc(-c2ccc(C)c(S(=O)(=O)N3c4ccccc4CC3C)c2)on1 (stereo not drawn)	?	-11%	-8%
Cc1cccc2sc(N(Cc3cccnc3)C(=O)COc3ccccc3)nc12	-28%	-17%	-16%
CC(NC(=O)C1CCN(C(=O)N2CCOc3ccc(Cl)cc32)CC1)c1ccccc1 (stereo not drawn)	-20%	?	-17%
COc1ccc(Cn2ccc3nc(C)c(C(=O)Nc4ccc(OC)cc4)cc3c2=O)cc1	6%	17%	3%
Cc1ccc(CN2CCc3nc(N4CCN(C)CC4)ncc3C2)cc1	-1%	-3%	4%
Cc1ccccc1CNC(=O)Cn1nc(C)c2nn(-c3ccc(Cl)cc3)c(C)c2c1=O	9%	5%	8%
COc1ccc2c(c1)c1c(c(=O)n(-c3ccccc3)c(=O)n1CC(=O)NCCC1=CCCCC1)n2C	1%	11%	-5%
Cc1cccc(C(=O)N2CCc3cc(CNC(=O)c4ccc(Br)o4)ccc32)c1	-13%	-10%	8%
O=C(COc1ccccc1F)Nc1ccc(-c2nc3ccccc3s2)cc1	5%	?	0%
COc1ccc(NC(=O)CCc2nc3c(C)nn(-c4ccc(C)cc4)c3n(C)c2=O)cc1	-4%	-6%	-6%

Compounds shown so far that contain an aryl thioether with sulfur outside any ring (11):
SMILES	Tau fluor cs	Tau ThT inhib	Tau fibril FP
Cc1ccccc1NC(=O)CSc1nc2ccc(NC(=O)c3cccs3)cc2s1	?	-6%	?
Cc1ccc(CSc2ccc3nnc(CCNS(=O)(=O)c4ccc(C)cc4)n3n2)cc1	-2%	-8%	9%
COc1ccc(NC(=O)CSc2nnc(-c3ccc(OC)cc3)s2)cc1	-14%	?	6%
Cc1ccc(NC(=O)CSc2nc3ccc(NC(=O)c4cccs4)cc3s2)cc1	?	2%	?
O=C(CSc1nc(-c2ccco2)nc2cc(=O)[nH]n12)Nc1ccccc1F	-12%	?	?
COCCCNC(=O)c1[nH]c2cc(OC)ccc2c1Sc1ccc(C)cc1	-4%	7%	-4%
CCSc1nc2ccccc2c(OCc2ccc(Cl)cc2)c1C(=O)OC	-23%	?	?
O=C(Nc1ccc2nc(SCc3ccccc3)sc2c1)c1ccccc1F	?	-10%	?
CCOc1ccccc1NC(=O)CSc1nc2c([nH]c3ccccc32)c(=O)n1-c1ccccc1	?	-2%	-13%
Cn1c(=O)c2c(SCC(=O)NCc3ccco3)nc(-c3ccccc3F)nc2n(C)c1=O	-7%	-4%	-12%
O=c1c2[nH]c3ccccc3c2nc(SCc2ccccc2F)n1-c1ccc(F)cc1	-7%	-4%	-7%

Screens as filed in PubChem BioAssay.

The list is partial, so the mix of outcomes need not match the whole.
